Screening data (PubChem)
IMPase cell inh = cell-permeable inhibitors of inositol monophosphatase (IMPase) | AID 901 | inhibition (IP1 accumulation), % at 46.1 µM | P97697 | 120,000 tested, under 10 active | CHO-M1 cells, IP1 accumulation, HTRF TR-FRET ratio; active = well fitted curve in the direction sought with a large enough effect in the signal ratio, not every such curve was filed as active; inconclusive = small, poorly fitted or top-dose-only effect, or a change in a side signal; inactive = no such curve, though single readings can be large or run the other way; the % refers to the signal ratio;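 note: cells stimulated with carbachol in lithium chloride buffer; plate controls were DMSO basal wells for no effect and reference inhibitor wells for full effect; higher means more IMPase inhibition seen as more IP1 and lower FRET ratio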
Target sequence (P97697 whole entry, looked up): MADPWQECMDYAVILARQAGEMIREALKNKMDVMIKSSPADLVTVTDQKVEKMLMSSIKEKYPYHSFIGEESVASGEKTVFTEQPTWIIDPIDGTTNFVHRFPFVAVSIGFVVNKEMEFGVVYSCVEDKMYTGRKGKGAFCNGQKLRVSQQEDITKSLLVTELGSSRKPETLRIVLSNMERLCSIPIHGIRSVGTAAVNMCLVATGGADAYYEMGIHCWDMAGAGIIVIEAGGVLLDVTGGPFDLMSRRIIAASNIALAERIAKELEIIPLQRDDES
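In this qHTS, compounds (final up to 46 uM) act on CHO-M1 cells that are then activated through the M1 receptor with carbachol, in pH 7.4 buffer containing 50 mM LiCl, for 30 min. IP1 accumulation is quantified by the IP-One immunoassay.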
ALOX12 inhib = 12-hLO (ALOX12) enzyme inhibition | P18054 | purified 12-hLO, xylenol orange hydroperoxide absorbance | Potency, µM (top dose mostly 57.1 µM), without a hit: top-dose activity change, negative = inhibition, actives largely listed as inhibitors | 150,000 tested, 0.12% active | AID 1452; note: potency is the fitted concentration of half-maximal effect; nearly all actives have a fitted effect of over 55% in size; many of its hits are not listed in these tables
Target sequence (P18054 whole entry, looked up): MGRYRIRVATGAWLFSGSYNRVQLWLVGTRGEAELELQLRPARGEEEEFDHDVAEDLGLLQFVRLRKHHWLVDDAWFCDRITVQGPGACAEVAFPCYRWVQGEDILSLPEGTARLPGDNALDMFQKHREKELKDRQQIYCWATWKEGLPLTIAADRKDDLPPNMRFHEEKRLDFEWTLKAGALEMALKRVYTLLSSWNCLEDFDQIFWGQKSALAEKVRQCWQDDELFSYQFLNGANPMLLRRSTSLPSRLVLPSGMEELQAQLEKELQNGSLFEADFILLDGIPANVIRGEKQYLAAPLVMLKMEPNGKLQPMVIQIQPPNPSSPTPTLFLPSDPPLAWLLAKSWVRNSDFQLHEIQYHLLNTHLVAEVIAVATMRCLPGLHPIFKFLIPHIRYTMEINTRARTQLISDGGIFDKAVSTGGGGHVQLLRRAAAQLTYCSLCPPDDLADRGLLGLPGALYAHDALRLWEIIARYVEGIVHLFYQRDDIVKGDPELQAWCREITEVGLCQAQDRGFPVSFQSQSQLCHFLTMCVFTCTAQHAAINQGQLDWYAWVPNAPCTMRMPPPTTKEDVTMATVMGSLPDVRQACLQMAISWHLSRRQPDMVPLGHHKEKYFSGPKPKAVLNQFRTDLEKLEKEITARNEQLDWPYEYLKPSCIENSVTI
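Hydroperoxide output read as Fe(III)-xylenol orange absorbance, 573-to-405 nm ratio, after 30 min reaction with 40 uM arachidonic acid. Enzyme: 150 nM purified human 12hLO, 15 min compound preincubation; 25 mM Hepes pH 7.0, room temperature.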
PNC inhibitor = inhibitors of perinucleolar compartment assembly; PC3M PTB-GFP, PNC prevalence imaging, 16 h; hits give low values; activity change (PNC), negative = inhibition, % at 10 µM; 140,000 tested, 3.1% active;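 active = readout at or below -70, meaning at least 70% loss of cells showing the perinucleolar compartment, a nuclear body marking cancer cells; inconclusive = readout between -30 and a set limit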;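 note: plate controls were DMSO wells for no effect and camptothecin positive control wells for full effect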
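PC3M cells stably expressing PTB-GFP, 750–1000 cells/well, treated 16 h at 37 °C with compound (23 nl of library stock), in duplicate. After paraformaldehyde fixation and Hoechst stain, imaged at 20x; PNC prevalence scored by image analysis.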
ALOX15B inhib = 15-hLO-2 (ALOX15B) enzyme inhibition | purified 15hLO-2, xylenol orange hydroperoxide absorbance | Potency, µM (titrated, usually from 57.1 µM), inactives show at the top dose activity change, negative = inhibition, usual class: inhibitors | 110,000 tested, 0.56% active; note: potency is the fitted concentration of half-maximal effect; nearly all actives have a fitted effect of over 60% in size; many of its hits are not listed in these tables
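Read-out: hydroperoxide product oxidises ferrous iron, measured as xylenol orange complex via the 573-to-405 nm absorbance ratio after 30 min. Reaction: 50 nM enzyme, 15 min compound preincubation, 45 uM arachidonic acid, 90 min RT, Hepes pH 7.5 with Triton X-100.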
The depositor's hits bear a star; ? = inconclusive; nt = no result given; [ ] = remark or other dose. Unless noted, calls come from the whole dose curve; as a rule, active = well fitted curve in the direction sought with a large enough effect; inconclusive = small, poorly fitted or top-dose-only effect, or another doubt; inactive = no such curve, though single readings can be large; an effect the other way counts as inactive or inconclusive. Unless noted, % is set by controls: 0 for no effect and ±100 for the full control effect. This is a subset; the hit share may differ from the screen's.

SMILES	IMPase cell inh	ALOX12 inhib	PNC inhibitor	ALOX15B inhib
COc1ccc(OC)c(CCNC(=O)C2CCN(c3nnc(-n4cccc4)s3)CC2)c1	6	2%	44	-4%
COc1ccc(C(=O)N(CCCO)Cc2cc3c(C)ccc(C)c3[nH]c2=O)cc1OC	4	3%	25	7%
Cc1occc1C(=O)NCc1cccc(CNC(=O)c2ccoc2C)c1	-2	-6%	6	-7%
CCc1nnc(NC(=O)c2sc3nc4cc(C)ccc4cc3c2N)s1	-5	-1%	13	?
CC1CC(C)(C)CC2(C1)NC(=O)N(CC(=O)NC1CCCc3ccccc31)C2=O (stereo unspecified)	nt	16%	40	nt
COC(=O)/C(=N/Nc1ccccc1Cl)Sc1nnc(C(O)c2ccccc2)n1-c1ccccc1 (stereo unspecified)	-1	0%	47	nt
CCOC(=O)C1CCN(C(=O)/C=C/c2ccc(OC)cc2)CC1	8	1%	28	-6%
O=c1c2ccccc2nc(-c2cccc(Cl)c2)n1O	-2	-20%	?	-9%
CCOC(=O)CSc1nc(N)c(C#N)c(-c2cccs2)c1C#N	-3	2%	37	-3%
COc1ccc(/C=C2/C(=O)N(CC3CCCO3)C(=S)N2C)c(OC)c1 (stereo unspecified)	2	-18%	6	-4%
CCOC(=O)C(Cc1cc(C(C)=O)ccc1OCC)C(=O)OCC	10	1%	?	-3%
CCC(c1nnnn1C(C)(C)CC)N(CCCN1CCOCC1)Cc1cc2cccc(C)c2[nH]c1=O (stereo unspecified)	-3	5%	-27	30%[activator]
COc1ccc(NC(=O)C2CCCN(S(=O)(=O)c3cccnc3)C2)c(OC)c1 (stereo unspecified)	6	-2%	?	3%
O=C(O)c1cc(-c2ccco2)[nH]n1	nt	-12%	-89*	nt
Cc1ccc(C(=O)N/C(=C\c2ccco2)C(=O)NCC2CCCO2)cc1C (stereo unspecified)	-12	1%	?	-1%
CS(=O)(=O)N(CC(=O)N1CCN(c2ccccc2)CC1)Cc1ccc(Cl)cc1	-2	-8%	35	-2%
CCOC(=O)c1sc(NC(=O)CSc2nnc(Cc3ccccc3)o2)c(C#N)c1C	-6	-17%	-14	?
Nc1nnc(SCCCC(=O)c2ccc(F)cc2)s1	0	0%	51	nt
CCNc1nc(C)cc(COC)c1C#N	-13	-4%	-17	4%
CCC1(C)Cc2c(sc3c2c(=O)n(C)c2nnc(SCc4ccc5c(c4)OCO5)n32)CO1 (stereo unspecified)	3	-1%	36	-19%
Cc1c(CCO)sc[n+]1CC(=O)OCCC12CC3CC(CC(C3)C1)C2	nt	-1%	50	nt
Cc1ccc2cc(CN(Cc3ccco3)C(=O)C3CCCCC3)c(=O)[nH]c2c1C	-1	-3%	34	-11%
COC(=O)Oc1ccc(/C=N/NC(=O)CN(c2ccccc2Cl)S(C)(=O)=O)cc1OC	3	3%	?	-13%
Cc1nc(N2CCOCC2)c2nc(-c3ccccc3)n(C(C)CN(C)C)c2n1 (stereo unspecified)	nt	-2%	nt	8%
O=c1c(-c2nnc(SCc3ccc(Cl)c(Cl)c3)o2)cccn1Cc1ccccc1	5	10%	42	nt

Five compounds from above with just ALOX12 inhib.
structure,ALOX12 inhib
O=C(O)c1cc(-c2ccco2)[nH]n1,-12%
Cc1ccc(C(=O)N/C(=C\c2ccco2)C(=O)NCC2CCCO2)cc1C (stereo unspecified),1%
CS(=O)(=O)N(CC(=O)N1CCN(c2ccccc2)CC1)Cc1ccc(Cl)cc1,-8%
CCOC(=O)c1sc(NC(=O)CSc2nnc(Cc3ccccc3)o2)c(C#N)c1C,-17%
Nc1nnc(SCCCC(=O)c2ccc(F)cc2)s1,0%

Next compounds:
SMILES	IMPase cell inh	ALOX12 inhib	PNC inhibitor	ALOX15B inhib
Cc1ccc2nc(-c3ccc(SCC(=O)Nc4nc(C)cs4)nc3)[nH]c2c1	18	-2%	65	nt
CCN1C(=O)CC(N2CCC(Nc3ccc(F)cc3)CC2)C1=O (stereo unspecified)	3	2%	?	-3%
OC(CN1CCN(c2cccc(C(F)(F)F)c2)CC1)c1c[nH]c2ccccc12 (stereo unspecified)	6	-2%	13	46%[activator]
COc1ccccc1-n1c(CNc2c(C)cccc2C)nnc1SCC(=O)N1CCOCC1	6	9%	-6	-3%
COc1ccccc1-c1cc(C(F)(F)F)nc(N2CCCC2)n1	5	1%	25	11%
Cc1nc(NC(=O)COc2ccc(Cl)cc2)sc1C(=O)N(C)C	nt	-3%	?	nt
Cc1cc(C)[n+](-c2ccc(C(C)C)cc2)c2[nH]c(=O)[nH]c(=O)c12	nt	0%	63	nt
CCC(C)NCc1ccc(C(=O)OC)o1 (stereo unspecified)	1	-2%	48	-8%
Cc1ccc(CNC(=O)C(Cc2ccccc2)NS(=O)(=O)c2ccc(Br)s2)cc1 (stereo unspecified)	nt	-3%	7	nt
Cc1sc2ncnc(SCC(=O)N3c4ccccc4Sc4ccc(Cl)cc43)c2c1C	nt	1%	16	nt
O=C(Cn1cc(SCc2cccc(Cl)c2)c2ccccc21)N1CCOCC1	12	-3%	-14	nt
CCC(=O)c1ccc(N2CCN(C(=O)Cc3ccccc3)CC2)c(F)c1	6[1.84 µM]	5%	-29	-14%[11.4 µM]
CCNc1ncc2nc(C)c(=O)n(Cc3cccc(OC)c3)c2n1	nt	-4%	nt	-3%
CCN1CCc2nc(N)oc2CC1	2	2%	nt	3%
CN(C)c1ccnc(-c2cccc(NS(C)(=O)=O)c2)n1	nt	2%	nt	-1%
CCc1ccc(-c2nc(NC(=O)c3ccc(OCC(=O)Nc4ccc(F)cc4)c(OC)c3)sc2C)cc1	?	-1%	?	nt
O=S(=O)(c1ccccc1)N1CCC2(CCN(c3ccc(-c4ccccc4)cc3)CC2)CC1	nt	2%	nt	4%
O=C(O)CCCN1CCCCC1	nt	-1%[11.4 µM]	nt	0%[11.4 µM]
COc1cccc(-c2noc(C(C)n3nc(C)c([N+](=O)[O-])c3C)n2)c1 (stereo unspecified)	6	-6%	?	-4%
COc1cc2[nH]c(=O)n(CCCCCC(=O)NCCCN3CCCC3=O)c(=O)c2cc1OC	3	0%	13	1%
CC(Sc1nc(-c2ccccc2)nc2c1COC(C)(C)C2)C(=O)N1CCOCC1 (stereo unspecified)	5	-4%	-9	0%
Cc1ccc(OC(=O)c2cccc(C(=O)Oc3ccc(C)cc3)n2)cc1	?	-2%	-26	7%
CCOC(=O)CSc1nc2ccccc2n2cnnc12	-5	-2%	?	2%
O=C(COc1ccccc1)N1CCN(S(=O)(=O)c2cccs2)CC1	-6	-2%	33	-3%
O=C(C1CC1c1ccccc1)N1CCOCC1 (stereo unspecified)	7	4%	-14	0%

PNC inhibitor, entries above that show a hit.
SMILES	IMPase cell inh	ALOX12 inhib	PNC inhibitor	ALOX15B inhib
O=C(O)c1cc(-c2ccco2)[nH]n1	nt	-12%	-89*	nt

Following part.
SMILES	IMPase cell inh	ALOX12 inhib	PNC inhibitor	ALOX15B inhib
CCn1c(CCCc2nc3c([nH]2)c(=O)n(C)c(=O)n3C)nc2c1c(=O)n(C)c(=O)n2C	nt	2%[11.4 µM]	nt	-1%[11.4 µM]
CCOc1ccc(CC(=O)OCN2C(=O)c3ccccc3C2=O)cc1	0	4%	9	-6%
COc1ccccc1CNC(=O)c1ccc(NS(=O)(=O)c2c(C)noc2C)cc1	-15	-4%	3	-4%
CN(CC(=O)NC1CCCc2ccccc21)S(=O)(=O)c1cccs1 (stereo unspecified)	nt	0%	-22	nt
O=C(Nc1ccc2c(c1)OCO2)C1CCN(Cc2cnn(-c3ccccc3)c2-n2cccc2)CC1	13	-2%	-12	36%[activator]
CCN(Cc1ccccc1)S(=O)(=O)c1ccc(C(=O)Nc2nnc(C3CC3)o2)cc1	4	-1%	-27	26%
O=C(Cn1nc(-c2ccc(Cl)cc2)ccc1=O)NCC1CCCO1 (stereo unspecified)	2	-1%	24	-5%
O=C(CN1CCCCC1)Nc1ccc(NC(=O)c2ccccc2Cl)cc1Cl	nt	-1%	22	nt
Cc1cccc(N(CC(=O)NC2CCCCC2)C(=O)c2ccc(C)s2)c1	10	4%	116	10%
Cc1ccc(-n2c(SCC(=O)N3CCCC3)nc3c(c2=O)SCC3)cc1	-4	3%	?	0%
CCSc1cnc(-c2ccccc2)n1CC	12	6%	12	0%
O=[N+]([O-])c1ccc(NCCCN2CCOCC2)c(Cl)c1	5	-12%	10	-10%
O=S(=O)(c1cccc(-c2cn3cccnc3n2)c1)N1CCOCC1	-8	-3%	-23	-8%
Cc1cc(C(=O)NCCCN2CCCC2=O)cs1	6	0%	?	-1%
O=C(Cc1ccccc1)N1CCCC(c2nc(-c3ccc(S(=O)(=O)N4CCCC4)cc3)no2)C1 (stereo unspecified)	5	-3%	34	-9%
CCOC(=O)c1nn(-c2ccc(F)cc2)c2nc(Nc3ccccc3)cc(=O)n12	nt	2%	19	nt
CC(C)CCNC(=O)C1CC(c2cccc([N+](=O)[O-])c2)=NO1 (stereo unspecified)	6	-4%	-24	4%
CCN(CC(=O)NC1CCS(=O)(=O)C1)c1ccc(S(C)(=O)=O)cc1[N+](=O)[O-] (stereo unspecified)	1	0%	14	-4%
O=C(CCCSc1nc2ccccc2[nH]1)N1CCN(c2ccc([N+](=O)[O-])cc2)CC1	20	-4%	?	-15%
CN1/C(=C\C(=O)COC(=O)CN2C(=O)C3CC=CCC3C2=O)C(C)(C)c2ccccc21 (stereo unspecified)	4	-11%	-9	-4%
CCc1ccc(NC(=O)CNS(=O)(=O)c2c(C)noc2C)cc1	3	-5%	10	12%
Cn1nnnc1SCCNCc1ccccc1OCc1ccccc1	nt	-2%	14	nt
CC1=CCC2C(=O)N(C(C)c3ccccc3)C(=O)C2C1 (stereo unspecified)	5	-8%	22	-1%
CCOc1ccc(NC(=O)c2ccccc2NS(C)(=O)=O)cc1	6	4%	?	5%
N#C[C@H]1CN[C@H](N)N[C@@H]1N	nt	-5%[11.4 µM]	nt	0%[11.4 µM]
Other results follow:
SMILES	IMPase cell inh	ALOX12 inhib	PNC inhibitor	ALOX15B inhib
O=C(O)c1ccc(COc2ccccc2C=C2C(=O)c3ccccc3C2=O)cc1	nt	0%	-20	nt
Nc1cccc(S(=O)(=O)NC2=NCCC2)c1	0	10%	?	5%
Cc1ccc(NC(=S)NC(NC(=O)C(C)(C)C)C(Cl)(Cl)Cl)c(C)c1 (stereo unspecified)	3	-6%	71	?
COC(=O)c1c(NC(=O)CN2CCC(C)CC2)c2c(C)cccc2n1C	6	5%	0	5%
COc1ccc(P(=O)(COc2ccc([N+](=O)[O-])cc2)c2ccc(OC)cc2)cc1	nt	-5%	-13	nt
CCC(C)(C)NC(=O)Cc1ccc(C)cc1	-10	-10%	4	-2%
CC(C)(C#N)N([O-])C=C[N+](=O)C(C)(C)C#N	-1	1%	-19	4%
COc1cc(C)c(C(=O)Oc2cc(C)c(C(=O)O)c(O)c2C)c(OC)c1C	nt	-6%	nt	-22%
Cc1ccc(C(=O)CSc2nc(C)cc(SCc3nnc(-c4ccccc4)o3)n2)cc1	3	-3%	?	1%
CCCCOC(=O)Nc1ccc(C)c(Cl)c1	11	-9%	-20	-8%
CCC(C)(C)C1CCC(=NNC(=O)c2ccc(Br)o2)CC1 (stereo unspecified)	nt	10%	-4	nt
Cc1ccc(NC(=O)CC2SC(=O)N(c3ccccc3)C2=O)cc1 (stereo unspecified)	1	-20%	43	nt
CCC(CC)C(=O)Nc1c(C)n(C)n(-c2ccccc2)c1=O	-3	1%	25	-10%
Cc1cn2nc(N)c3ccccc3c2n1	2	-3%	-29	4%
Cc1cc(C(=O)N/N=C/c2cc([N+](=O)[O-])cc(C)c2O)n[nH]1	nt	4%	-128*	nt
COC(=O)[C@@H]1C(c2ccccc2)(c2ccccc2)[C@@]1(C)C(=O)OC	nt	-1%	35	nt
Cc1ccc(NC(=O)COC(=O)C2CCC(=O)N2)c(S(=O)(=O)N2CCOCC2)c1 (stereo unspecified)	-4	5%	10	-3%
